Bioassay records from PubChem.
Dicer processing: blocks human Dicer maturation of pre-miR-21. AID 1347074. z-score at 25 µM. cat-ELCCA pre-miR-21 Dicer processing, chemiluminescence; active compounds read high. 47,000 compounds, 6% hits. Q9UPY3; in the data active = z-score above about 3, passing the limit was not always enough;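 note: plate controls were vehicle for no effect and no enzyme for full effect; higher signal means more uncleaved substrate so more Dicer inhibition; strong numbers were not always called active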
Target sequence (Q9UPY3 whole entry, looked up): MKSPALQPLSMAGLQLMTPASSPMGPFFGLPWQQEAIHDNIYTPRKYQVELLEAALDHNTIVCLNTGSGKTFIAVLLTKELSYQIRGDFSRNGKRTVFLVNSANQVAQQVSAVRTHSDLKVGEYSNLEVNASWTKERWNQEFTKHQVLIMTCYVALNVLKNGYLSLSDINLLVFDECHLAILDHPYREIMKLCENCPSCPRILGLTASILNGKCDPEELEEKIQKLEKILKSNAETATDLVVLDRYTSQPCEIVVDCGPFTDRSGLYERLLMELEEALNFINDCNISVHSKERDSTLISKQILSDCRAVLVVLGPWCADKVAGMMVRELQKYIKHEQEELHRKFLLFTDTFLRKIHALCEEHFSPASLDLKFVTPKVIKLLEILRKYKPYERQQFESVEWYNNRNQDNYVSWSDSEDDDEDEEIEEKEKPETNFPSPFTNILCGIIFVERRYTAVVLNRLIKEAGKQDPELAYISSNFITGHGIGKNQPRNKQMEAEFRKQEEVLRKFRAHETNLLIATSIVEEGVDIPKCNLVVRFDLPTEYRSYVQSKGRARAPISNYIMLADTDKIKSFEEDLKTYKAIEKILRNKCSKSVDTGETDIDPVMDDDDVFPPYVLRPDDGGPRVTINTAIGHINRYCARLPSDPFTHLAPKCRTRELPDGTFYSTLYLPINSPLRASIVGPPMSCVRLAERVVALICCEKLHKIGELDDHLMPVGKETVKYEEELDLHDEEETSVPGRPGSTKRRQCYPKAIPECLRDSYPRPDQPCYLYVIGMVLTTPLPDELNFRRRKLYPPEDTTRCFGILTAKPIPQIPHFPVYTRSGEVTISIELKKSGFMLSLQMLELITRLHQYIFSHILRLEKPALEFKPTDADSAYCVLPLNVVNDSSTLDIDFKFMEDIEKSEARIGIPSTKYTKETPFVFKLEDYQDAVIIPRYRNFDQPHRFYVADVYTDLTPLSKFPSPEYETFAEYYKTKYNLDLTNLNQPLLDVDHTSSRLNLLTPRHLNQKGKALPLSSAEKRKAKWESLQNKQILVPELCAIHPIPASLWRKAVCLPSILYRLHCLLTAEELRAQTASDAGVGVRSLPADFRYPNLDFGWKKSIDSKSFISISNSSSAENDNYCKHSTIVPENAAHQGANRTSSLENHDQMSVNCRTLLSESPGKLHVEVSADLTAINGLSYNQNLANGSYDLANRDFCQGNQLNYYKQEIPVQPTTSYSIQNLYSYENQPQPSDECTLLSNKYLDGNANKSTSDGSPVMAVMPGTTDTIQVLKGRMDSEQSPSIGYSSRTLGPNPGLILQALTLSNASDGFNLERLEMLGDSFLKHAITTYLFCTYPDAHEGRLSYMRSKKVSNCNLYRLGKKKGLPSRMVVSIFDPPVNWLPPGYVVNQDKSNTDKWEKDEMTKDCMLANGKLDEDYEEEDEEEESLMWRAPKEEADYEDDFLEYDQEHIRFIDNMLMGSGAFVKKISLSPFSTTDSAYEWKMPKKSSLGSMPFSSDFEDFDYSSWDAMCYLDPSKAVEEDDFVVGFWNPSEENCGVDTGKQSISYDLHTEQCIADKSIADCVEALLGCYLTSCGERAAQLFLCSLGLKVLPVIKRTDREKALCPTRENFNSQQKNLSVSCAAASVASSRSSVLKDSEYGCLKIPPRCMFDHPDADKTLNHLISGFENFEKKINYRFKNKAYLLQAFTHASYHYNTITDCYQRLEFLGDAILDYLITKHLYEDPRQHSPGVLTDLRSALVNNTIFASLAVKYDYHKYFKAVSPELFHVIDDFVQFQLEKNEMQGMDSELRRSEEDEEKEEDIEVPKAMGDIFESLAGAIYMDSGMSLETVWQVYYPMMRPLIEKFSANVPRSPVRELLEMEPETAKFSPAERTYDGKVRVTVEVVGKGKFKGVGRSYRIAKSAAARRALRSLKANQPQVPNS
Starred values were filed as active, the others as inactive. A portion of the library. The share of hits here may be higher or lower than overall.

SMILES	Dicer processing
CCO/C=N\C1=C(C#N)C(c2ccc(OC)cc2)c2ccc3ccccc3c2O1 (stereo not drawn)	0.62
Cc1oc2c(F)c(F)c(F)c(F)c2c1C#N	0.31
N/C(=N\OC(=O)Nc1ccc(Cl)cc1)c1nccnc1Sc1ccc(Cl)cc1	2.63
c1ccc(Cc2c[nH]c3ccccc23)cc1	-0.25
COc1cccc(CNCCSc2nnnn2C)c1OCc1ccccc1Cl	0.23
CCOCCn1c2ccccc2c2nc3ccccc3nc21	0.76
FC(F)(F)c1ccc2nc(SCc3ccc(Br)cc3)[nH]c2c1	1.44
CNC(=S)N/N=C/c1ccccc1Cl	-0.61
COc1ccc(C(=O)CSc2ncn[nH]2)cc1OC	1.41
CCOC(=O)c1cnc(Nc2ccc(OC)c(Cl)c2)nc1C(F)(F)F	-0.32
CCOC(=O)C1=C(C)NC(=O)C1CC(=O)Nc1ccc(C(=O)OCC)cc1 (stereo not drawn)	-1.09
C=CCN1C(=O)/C(=C\c2ccc(OCc3ccccc3)cc2)N=C1c1ccccc1	0.88
O=c1[nH]c(NCc2ccccc2)nc2sc3c(c12)CCCC3	0.23
c1ccc(-c2cnn3cc(-c4ccc(OCCN5CCOCC5)cc4)cnc23)cc1	-0.43
COc1ccc(-c2csnn2)cc1S(=O)(=O)n1nc(C)cc1C	0.3
NS(=O)(=O)c1nn2cc(-c3ccccc3)nc2s1	2.55
CCN(CCCCCCN)c1ccc2c(=O)[nH][nH]c(=O)c2c1	0.71
CCc1ccc(C2=NN(C(=O)CCCC(=O)O)C(c3ccc(Cl)cc3)C2)cc1 (stereo not drawn)	-0.11
O=C(CSc1ncc(C(F)(F)F)cc1Cl)Nc1ccc(Cl)cc1	-0.17
COc1ccc(S(=O)(=O)N(C)CCO)cc1-c1nnc2c3ccccc3c(C)nn12	0.82
Nc1nc(CSCCO)nc(Nc2ccc(F)cc2)n1	0.42
COc1ccc(S(=O)(=O)NCCNC(=O)N2CCOCC2)cc1	-0.42
COc1ccc(-c2nc3n(c2C)Cc2ccccc2-3)cc1	-0.17
COC(=O)c1ccc(Oc2nc(C)cc(N)n2)cc1	0.86
CCOC(=O)c1nnn2c1nc(Sc1nnc(-c3ccncc3)o1)c1ccccc12	0.54
Additional compounds follow.
SMILES	Dicer processing
FC(F)(F)c1csc(Nc2ccc(Cl)c(Cl)c2)n1	0.44
CN(CCCC(=O)Nc1nccs1)S(=O)(=O)c1ccc(Cl)cc1	-2.43
CCCS(=O)(=O)c1csc(C(=O)OC)c1NNS(=O)(=O)c1ccccc1C(F)(F)F	2.95
Cc1ccc(-c2nnc(SCC(=O)c3c(C)[nH]c4ccccc34)o2)cc1	-2.1
CC(C)(C)C(=O)O/N=C(\N)Cc1ccc(-c2csnn2)cc1	0
COc1ccc(C2/C(=C(\O)c3ccc(C)cc3)C(=O)C(=O)N2CCCN(C)C)cc1 (stereo not drawn)	2.48
CC(=O)Oc1nc(-c2ccc(C(C)(C)C)cc2)n(-c2ccccc2)n1	0.18
Cc1nc(S(=O)(=O)Nc2ccc3c(c2)OCCO3)cn1C	0.64
c1cc(-c2nc3c4c5c(sc4ncn3n2)CCCC5)ccn1	1.97
O=C(O)CSCC(=O)Nc1cc(-c2ccccc2)[nH]n1	-1.49
CN1c2ccc(Cl)cc2C(C)(C)C12C=Nc1c(ccc3ccccc13)O2 (stereo not drawn)	-0.52
COC(=O)c1sc(C(C)(C)C)cc1CSc1ccc(Cl)cc1	-0.55
CSc1ccccc1NC(=O)C1CC(c2cccc(Br)c2)=NO1 (stereo not drawn)	-0.87
Cc1ncc2c(n1)-c1cc(F)ccc1SC2	-0.8
COC(=O)c1ccc(S(=O)(=O)NNC(=O)c2cn3cc(C(F)(F)F)cc(Cl)c3n2)n1C	-0.66
Oc1cc2c(cc1C(c1ccc(C(F)(F)F)cc1)N1CCCCC1)OCO2 (stereo not drawn)	3.77*
c1ccc(CCc2nn3c(-c4ccccc4)nnc3s2)cc1	-1.41
CC(=O)N1c2ccccc2NC2=C(C(=O)CC(C)(C)C2)C1c1ccc(-c2cccc(C(=O)O)c2)o1 (stereo not drawn)	-0.59
CN(C)S(=O)(=O)N(CC(=O)Nc1ccc(F)cc1F)c1ccccc1	-1.63
O=C1N(Cc2ccccc2)c2ccc(Cl)cc2C1(O)c1c[nH]c2ccccc12 (stereo not drawn)	1.44
O=C(c1cnn2c1NC(c1ccc(Br)cc1)CC2C(F)(F)F)N1CCCCC1 (stereo not drawn)	3.31*
CCCOc1ccc(C2c3c(oc4ccc(C)cc4c3=O)C(=O)N2CCCN(C)C)cc1 (stereo not drawn)	-0.21
COc1ccc(OCc2nnc(NC(=O)Nc3ccc(F)cc3)s2)cc1	1.87
CCCc1cc(=O)[nH]c(SCc2ccc(Cl)cc2Cl)n1	-3.82
Cc1cccc(Nc2nc(C)cc(C)c2C#N)c1	17.4

An excerpt of these results, as labelled records.
> FC(F)(F)c1csc(Nc2ccc(Cl)c(Cl)c2)n1
- Dicer processing = 0.44

> CN(CCCC(=O)Nc1nccs1)S(=O)(=O)c1ccc(Cl)cc1
- Dicer processing = -2.43

> CCCS(=O)(=O)c1csc(C(=O)OC)c1NNS(=O)(=O)c1ccccc1C(F)(F)F
- Dicer processing = 2.95

> Cc1ccc(-c2nnc(SCC(=O)c3c(C)[nH]c4ccccc34)o2)cc1
- Dicer processing = -2.1

Further structures follow:
SMILES	Dicer processing
COc1ccc(C2NCCc3c2[nH]c2ccccc32)cc1 (stereo not drawn)	0.11
CCSCCOC(=O)C1=C(C)NC2=C(C(=O)CCC2)C1c1ccc(OC)cc1OC (stereo not drawn)	0.01
Cc1ccc(Nc2nc3ccccc3s2)c(C)c1	0.88
Cn1c(=O)c2c(ncn2CC(=O)NCc2ccccn2)n(C)c1=O	1.03
O=C1C=C(NC2Cc3ccccc3C2)CC(c2ccccc2)C1 (stereo not drawn)	-0.9
O=c1[nH]c2ccc(S(=O)(=O)NCc3ccccc3)cc2[nH]1	0.19
CCN(C1CCCCC1)S(=O)(=O)c1cccc2c(N)cccc12	-0.28
Cn1c(=O)[nH]c(=O)c2c1nc1n2CCN1c1ccccc1	-1.33
CCOC(=O)C1=C(C)Nc2nc3ccccc3n2C1c1ccc(C(C)C)cc1 (stereo not drawn)	-1.33
NC(=O)C1CCN(c2ccc(C(F)(F)F)cn2)CC1	-2.25
O=S(=O)(c1ccc2c(c1)Cc1cc(S(=O)(=O)N3CCCCC3)ccc1-2)N1CCCCC1	-0.07
CN1CCOc2ccc(S(=O)(=O)NC3CCCCNC3=O)cc21 (stereo not drawn)	0.49
CCOC(=O)C(O)(NC(=O)c1c(F)cccc1F)C(F)(F)F (stereo not drawn)	-2.14
COC(=O)CSc1nccc(-c2ccc3c(c2)CCC(C)(C)O3)n1	0.48
Cc1cc(C)c(NS(=O)(=O)c2ccc3[nH]c(=O)[nH]c3c2)c(C)c1	1.94
Cc1nc2c(cnn2-c2ccccc2)c(=O)n1/N=C/c1ccc2c(c1)OCO2	2.13
CN(C)C(=S)Nc1cccc(C(F)(F)F)c1	0.72
O=C1CCCc2nc3c(cc21)C(=O)CCC3	3.99*
CCOC(=O)c1cnc(SCc2cccc(C(F)(F)F)c2)nc1N	-0.04
COC(=O)/C=C(\O/N=C(\N)c1ccc(Cl)cc1)C(=O)OC	0.28
Cc1cccnc1Nc1nc(-c2cccnc2)cs1	1.21
COc1cccc(C2Nc3ccccc3NC3=C2C(=O)CC(c2cccs2)C3)c1 (stereo not drawn)	3.38*
CCOC(=O)c1cc(=O)c2ccccc2o1	-0.25
Cc1ccc(-c2nnc3c4ccccc4c(C)nn23)cc1NC(=O)CSc1nc2ccccc2o1	2.45
COc1cccc2c1c(NC(=O)Nc1ccc(F)cc1F)nn2C	1.21

Some values from above.
For Dicer processing, `CCN(C1CCCCC1)S(=O)(=O)c1cccc2c(N)cccc12` has -0.28
For Dicer processing, `Cc1ccc(Nc2nc3ccccc3s2)c(C)c1` has 0.88
For Dicer processing, `O=C1C=C(NC2Cc3ccccc3C2)CC(c2ccccc2)C1` (stereo not drawn) has -0.9
For Dicer processing, `CN1CCOc2ccc(S(=O)(=O)NC3CCCCNC3=O)cc21` (stereo not drawn) has 0.49
For Dicer processing, `O=S(=O)(c1ccc2c(c1)Cc1cc(S(=O)(=O)N3CCCCC3)ccc1-2)N1CCCCC1` has -0.07

Among those listed so far, these have a furan ring, fused or not.
SMILES	Dicer processing
Cc1oc2c(F)c(F)c(F)c(F)c2c1C#N	0.31
CC(=O)N1c2ccccc2NC2=C(C(=O)CC(C)(C)C2)C1c1ccc(-c2cccc(C(=O)O)c2)o1 (stereo not drawn)	-0.59

Additional results.
SMILES	Dicer processing
CCOC(=O)NC(=S)Nc1ccc(C(C)(C)C)cc1	5.1*
CCOC(=O)c1sc(S(=O)(=O)Cc2ccccc2)c2c1CC(C)(C)CC2=O	-0.35
C1=C(N2CCOCC2)Cc2ccccc21	-2.48
Cc1cc(C)n(CC(=O)Nc2cccc(Cl)c2)c(=O)c1C#N	-0.63
O=C(/C=C/c1ccc(O)cc1)c1ccc(O)cc1O	-0.66
CCCNS(=O)(=O)c1ccc(C)c(-c2nnc3c4ccccc4c(C)nn23)c1	4.32*
CCOC(=O)N1CCN(S(C)(=O)=O)CC1	3.54*
CCOC(=O)N1CCc2c(sc3c2C(=O)NC(c2ccccc2)N3)C1 (stereo not drawn)	-3.97
NC1=NCC2c3ccccc3Cc3ccccc3N12 (stereo not drawn)	-1.39
CCOC(=O)c1cc(C)nc(Sc2ccccc2NC(=O)c2cccc(C(F)(F)F)c2)c1C#N	-2.07
CCOC(=O)CSc1ncnc2c1cnn2-c1ccccc1	-0.69
Nc1nc2c(cnn2CCc2ccccc2)c2nc(-c3ccco3)nn12	-0.23
COc1ccc(C2Oc3ccccc3C3=C2C(c2ccccc2)n2ncnc2N3)cc1 (stereo not drawn)	-0.3
CC1CCC(C(C)C)C(NCc2ccccc2)C1 (stereo not drawn)	1.28
CC(=O)N1CCc2cc(NC(=S)NCCSC(C)(C)C)ccc21	0.82
COC(=O)CCc1nc2ccccc2nc1OC	3.49*
c1ccc2c(c1)nc(N1CCCCC1)c1nncn12	1.26
CC1(C)CC(=O)C2=C(C1)N=C1c3ccccc3C(=O)C1C2c1cccc(Br)c1 (stereo not drawn)	-0.55
O=C1CSC(=S)N1CCc1ccc(Cl)cc1	-1.23
CCOC(=O)c1c(-c2cccs2)csc1N	0.25
CC12CN3CC(C)(CN(C1)C3c1ccccc1O)C2 (stereo not drawn)	2.92
CCOc1ccc(C2c3c(oc4ccccc4c3=O)C(=O)N2Cc2ccc3c(c2)OCO3)cc1OCC (stereo not drawn)	-0.74
O=C(Oc1ccc2occ([N+](=O)[O-])c2c1)c1ccc(C(F)(F)F)cc1	4.68*
CCCC1=NN(c2ccccc2)C(=O)/C1=C/c1ccc(Cl)cc1	-2.81
COc1cc2c(cc1OC)C(C)N(S(=O)(=O)c1ccc(Cl)cc1)CC2 (stereo not drawn)	0.31
(more compounds)
SMILES	Dicer processing
COc1ccc(C2/C(=C(\O)c3ccc(F)cc3)C(=O)C(=O)N2CCCN2CCOCC2)cc1 (stereo not drawn)	-0.15
O=C(O)CC(Sc1ccc(Cl)cc1)C(=O)O (stereo not drawn)	0.26
COc1ccc(C(OCC(O)Cn2cnc3c2c(=O)n(C)c(=O)n3C)(c2ccccc2)c2ccc(OC)cc2)cc1 (stereo not drawn)	1.86
N#Cc1c(N)n(Cc2ccccc2)c(=O)c2cc([N+](=O)[O-])ccc12	-1.08
O=C(C1CCCO1)N1CCN(S(=O)(=O)c2cc(S(=O)(=O)c3ccccc3)cs2)CC1 (stereo not drawn)	1.47
CN(CCCN1c2ccccc2CCc2ccccc21)CC(=O)c1ccc(Cl)cc1	-0.11
O=C1c2nc3cc(-c4ccco4)[nH]n3c(=O)c2CN1Cc1ccccc1	-0.05
CCOC(=O)C1=C(C)Nc2ncnn2C1c1cccc(F)c1 (stereo not drawn)	0.78
CCSC(=N)N	-0.09
COc1cccc(N2CCc3c(C)nc4ccc(Cl)cc4c32)c1	1.63
COc1ccccc1C1C(C#N)=C(N)Oc2c1ccc1ccccc21 (stereo not drawn)	-0.41
CCCCc1ccc(NCc2nc(-c3ccc(C)cc3)no2)cc1	0.17
Cc1cc(OCCN2CCOCC2)ccc1C(C)C	1.72
Cc1ccc(C)c(S(=O)(=O)Nc2ccc3oc4c(c3c2)C(=O)CCC4)c1	-1.4
C=C1C(=O)O[C@@H]2[C@H]3O[C@]3(C)CCC=C(C)CC[C@@H]12	-1.52
COC(=O)CCCCCCCC(=O)Nc1nccs1	0.08
COCCn1c2c(c(=O)[nH]c1=O)C(c1ccccc1C)C1=C(N2)c2ccccc2C1=O (stereo not drawn)	-3.59
CCCC1CC(CSc2ncn[nH]2)OC1=O (stereo not drawn)	-0.07
COc1ccc(-c2c(C(F)(F)F)oc3cc(OC(=O)c4cccnc4)ccc3c2=O)cc1OC	0.44
COc1ccccc1N1CCN(S(=O)(=O)c2ccc3[nH]c(=O)[nH]c3c2)CC1	3.05*
Cc1cc(C)c(CSC2=NCCN2)c(C)c1CSC1=NCCN1	-3.75
O=C(/C(=C/c1ccccc1)[N+](=O)[O-])c1ccccc1OCc1ccccc1	0.58
CCCCNc1ncnc2scc(-c3ccccc3)c12	-1.58
N/C(CS(=O)(=O)c1ccccn1)=N\OC(=O)c1ccccc1Cl	-0.77
O=C(O)CCC(=O)NCc1ccco1	0.43

Part of the list above, as labelled records.
> Cc1ccc(C)c(S(=O)(=O)Nc2ccc3oc4c(c3c2)C(=O)CCC4)c1
  Dicer processing: -1.4

> C=C1C(=O)O[C@@H]2[C@H]3O[C@]3(C)CCC=C(C)CC[C@@H]12
  Dicer processing: -1.52

> COC(=O)CCCCCCCC(=O)Nc1nccs1
  Dicer processing: 0.08

(continued)
SMILES	Dicer processing
COc1ccccc1-c1nnc(Sc2ncccc2[N+](=O)[O-])n1-c1ccccc1	0.35
O=C(OCc1ccccc1)C1=NNC2C(=O)N(c3ccc(Br)cc3)C(=O)C12 (stereo not drawn)	3.55*
CC(C)OC(=O)c1cccc(C(=O)Oc2ccccc2)n1	2.37
Cc1c(S(=O)(=O)NCCc2ccccn2)sc2ccc(Cl)cc12	-0.52
Cc1csc(-c2nc(-c3ccc(C(C)(C)C)cc3)no2)c1	-1.75
C=CCSc1n[nH]c(=O)[nH]c1=O	-0.51
Nc1cc(=O)n(Cc2ccccc2)c(=O)n1-c1cccc(F)c1	-0.42
COc1ccc(CC(=O)n2[nH]c(=O)c3ccccc3c2=O)cc1OC	-2.62
COC(=O)C(C)(C)Oc1ccc(C)c2c1CCC2	1.21
